# Hep lipid drop: hepatic lipid droplet formation modulation; AML12 mouse hepatocytes, oleate lipid droplets, BODIPY imaging; inhibition, % at 6.5 µM; actives 0.4% (n = 240,000); AID 1656;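 active = lipid droplet intensity inhibited by at least 50%, with more than 500 cells counted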
#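 Assay system: AML12 mouse liver cells | Compound: 6.5 µM single-point dosing | Schedule: Overnight exposure | Technique: Fluorescence imaging, 20x objective, two fields per well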
# Dynein transport: dynein cargo transport inhibition; z-score, hits read low; actives 0.47% (n = 220,000); AID 1381; 3617.4 mouse cells, GR-EGFP nuclear translocation imaging; test concentration mostly 20 µM; stimulated with dexamethasone, 1 µM; active compounds read low;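 active = plate z-score of nuclear minus cytoplasmic receptor signal below a set negative limit, without overly bright fluorescence or cell loss, cut at about -3.5 in these data, passing the limit was not always enough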;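 note: z-score of nuclear minus cytoplasmic ring GR-EGFP intensity difference per well; some compounds called inactive have numbers as strong as hits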
#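 Buffer or medium: tet-free, stripped-serum medium; reagent: dexamethasone at 1.0 µM final, 30 min; incubation: 48 h induction, 1 h compound, 30 min dex at 37 °C; measured by: formaldehyde fixation, Hoechst nuclear stain, 10x automated fluorescence imaging; read-out: nuclear-to-cytoplasmic GR-EGFP distribution per well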
# T cell modulator: modulates CD8 T cell binding to vesicles | 2C CD8+ T cell-vesicle binding, flow cytometry; active compounds read low | calls only at 7 µM | actives 0.068% (n = 330,000);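 active = response, share of CD8 T cells binding vesicles, and their 90th percentile fluorescence all below set limits, cut at about 80% in these data, passing the limit was not always enough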
#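 Incubation: binding step 1.5 h, 37 °C, antibody labelling 20 min, ice; system: murine 2C transgenic CD8+ T lymphocytes; technique: cytometric PE anti-B7-1 and Alexa647 anti-CD8 signals after 1% paraformaldehyde fixation; also added: QL9-charged Drosophila Ld/ICAM-1/B7-1 vesicles; control set: naked versus QL9-loaded vesicles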
# Ins promoter up: MIN6 insulin promoter up-regulation | MIN6 insulin promoter-GFP reporter, high-content imaging; active compounds read high | z-score at 5 µM | actives 0.3% (n = 190,000) | AID 1625;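 active = z-score above 3 at 5 µM with at least 500 cells counted in the well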
# b-catenin transl: alters nuclear translocation of beta-catenin in HeLa cells. immunofluorescence imaging. nuclear translocation activity, % at 5 µM. actives 0.3% (n = 190,000);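 active = nuclear translocation activity above 50% at 5 µM, with a well cell count of 50 or more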;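 note: per-cell ratio of nuclear to cytoplasmic median beta-catenin stain intensity; plate controls were DMSO negative control for no effect and GSK-3 inhibitor IX positive control for full effect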
#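 Read-out: Nuclear/cytoplasmic beta-catenin signal ratio, % activation | Assay system: Human HeLa cell line | Times: 24 h compound exposure at 37°C, 5% CO2 | Signal: Fluorescence imaging of beta-catenin antibody stain plus DAPI | Dosing: 5 µM primary, 0.02–20 µM confirmation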
# MT stabilizer: microtubule stabilizers in HeLa cells; HeLa tubulin immunostaining HCS, 24 h; share of cells brighter than vehicle mean+2SD; % tubulin-high responders, % at 10 µM; actives 0.83% (n = 200,000); AID 2205;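 active = plate Z-score above 3 for both tubulin-high and condensed-nucleus cell shares, with cell loss under 80%, at 10 µM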;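 note: anti alpha tubulin signal scored within the nucleus-defined area of each cell; some results filed as inactive read as strong as hits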
# CSM14.1 death rescue: rescue of cells from ER stress-induced death, primary screen, 384-well, CSM14.1, thapsigargin, ATP luminescence (AID 1222). CSM14.1 thapsigargin-induced death rescue, ATP luminescence; higher % means a stronger effect. cellular ATP content (survival), % at 20 µM; hits with a dose series show EC50 in µM. 190,000 tested, under 10 active;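 active = EC50 below 50 µM in the dose-response confirmation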;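 note: death triggered by thapsigargin at about 15 µM added after 2 h compound pretreatment; cell ATP read after overnight thapsigargin exposure of roughly 18 to 22 hours; normalized against plate controls of thapsigargin alone and 5% DMSO vehicle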
# PhoP inhibition: PhoP-dependent GFP reporter repression – Salmonella Typhimurium, primary screen (AID 1863) | S. Typhimurium PhoP-regulated promoter GFP reporter, 4 h; higher % means a stronger effect | inhibition, % at 50 µM; hits with a dose series show IC50 in µM | actives 0.16% (n = 300,000);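 active = inhibition over 29.93%, a cutoff 3 SD above the screen mean, later confirmed by dose response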;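 note: 0% = low Mg2+ inducing control and 100% = high Mg2+ repressing control; strong numbers were not always called active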
# Autophagy mod: alters autophagy in cells; MEF GFP-LC3 puncta imaging; test concentration mostly 10 µM; calls only at 10 µM (by protocol); actives 0.98% (n = 190,000); AID 463193;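 active = percentage of spot-positive cells more than 3 SD above its plate mean, without a fluorescence outlier flag or 80% toxicity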;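 note: spot-positive cell cutoff set from DMSO-treated cells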
# Dynein transport cytoplasmic EGFP: also measured in Dynein transport; calls as there; z-score; measured here: cytoplasmic GR-EGFP intensity; active compounds read high
# Dynein transport nuclear GR-EGFP: further read-out of Dynein transport, marked with its call; z-score; measured here: nuclear GR-EGFP intensity;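 lower value marks the stronger effect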
# Dynein transport cell count: further read-out of Dynein transport, marked with its call; z-score; measured here: cell count per field
# Ins promoter up cell count: recorded beside Ins promoter up, whose call it bears; cell count; measured here: cytotoxicity, nuclei count;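 total cells summed across four imaged fields per well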
# Hep lipid drop cells 6.5 µM: second read-out of Hep lipid drop, no call of its own (marks repeat the call); cell count; measured here: cell count, cytotoxicity flag;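 cells counted across two imaged fields per well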
# b-catenin transl cell count 5 µM: second read-out of b-catenin transl, no call of its own (marks repeat the call); cell count; measured here: cell count, cytotoxicity flag
# T cell modulator vesicle-bound %: recorded beside T cell modulator, whose call it bears; double positive events, %; measured here: CD8+ vesicle-bound cell fraction;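 binding gate set so that unloaded-vesicle control wells show 10% double positive cells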
# MT stabilizer Hoechst-high %: further read-out of MT stabilizer, marked with its call; % Hoechst-high responders; measured here: nuclear condensation Hoechst responders;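 share of cells brighter than vehicle mean plus two SD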
# MT stabilizer cytotoxicity %: recorded beside MT stabilizer, whose call it bears; toxicity, %; measured here: cytotoxicity by cell density;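 0% = mean cell density of plate MIN control wells and 100% = no cells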
# Autophagy mod cell loss 18 h: further read-out of Autophagy mod, marked with its call; toxicity, %; measured here: cell loss, nuclei count;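 cell loss after 18 h compound exposure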
# An asterisk follows results filed as active; i = inactive; · = not tested or not shown; + = active, no number. Outcome played no part in choosing rows. Share with any hit: about 3%.
SMILES,Hep lipid drop,Hep lipid drop cells 6.5 µM,Dynein transport,Dynein transport cytoplasmic EGFP,Dynein transport nuclear GR-EGFP,Dynein transport cell count,T cell modulator,T cell modulator vesicle-bound %,Ins promoter up,Ins promoter up cell count,b-catenin transl,b-catenin transl cell count 5 µM,MT stabilizer,MT stabilizer Hoechst-high %,MT stabilizer cytotoxicity %,CSM14.1 death rescue,PhoP inhibition,Autophagy mod,Autophagy mod cell loss 18 h
Nc1nc(/C=C/c2cccnc2)nc(-c2ccccc2O)n1,7,760,1.9,-0.23,0.96,-0.71,i,18,0.29,1209,-0.7,1073,3.1,4.3,9.2,-10%,-5%,i,2
CC(=O)N1C(Nc2ccc(Cl)cc2)CCN1c1ccccc1 (stereo unspecified),2,677,-1.2,0.14,-0.087,0.24,i,37,-0.02,1968,-1.0,1076,2.6,1.8,10,-1.9%,4%,i,16
COc1ccc(CNC(=O)CNS(=O)(=O)c2ccc(Cl)cc2)cc1,-9,598,-1.1,-0.24,-0.52,0.3,i,3,0.25,1257,-1.2,564,5.0,2.7,0.4,-1.2%,4%,i,2
CCOC(=O)N1CCC(N2C(=O)c3ccc(C(=O)NCc4ccco4)cc3C2=O)CC1,-19,649,-0.99,-0.19,-0.37,0.21,i,31,·,·,2.5,1093,3.9,2.5,5.6,·,2%,·,·
Nc1nc(NCc2ccco2)nc(N2CCOCC2)c1[N+](=O)[O-],-16,733,0.7,-0.28,0.92,-0.45,i,51,-0.51,1179,-0.8,1294,·,·,·,·,-3%,·,·
Cc1ccccc1Nc1nc2ccccc2s1,1,590,-0.4,-0.31,-0.46,0.38,i,24,0.13,1528,0.0,1183,8.1,2.4,2.2,-0.6%,8%,i,8
O=C(c1n[nH]c(=O)c2ccccc12)N1CCN(c2ccccc2)CC1,·,·,0.5,-0.29,0.64,-1.3,i,29,-0.15,1486,0.7,1364,5.5,0.7,2.3,-1.4%,1%,i,5
Nc1[nH]c(N=NC(=O)c2ccccc2O)c2ccccc12,-12,589,0.22,-0.29,-0.29,0.072,i,58,2,1329,-1.0,1017,1.5,3.3,9.9,-5.8%,-19%,i,-1
CC(NC(=O)c1ccc(Br)s1)c1ccncc1 (stereo unspecified),22,644,-1.5,-0.18,-0.071,0.32,i,26,·,·,1.1,910,5.5,2.3,5.1,0.0%,-4%,i,5
COc1ccccc1NC(=O)c1ccccc1C(=O)O,0,623,0.28,-0.091,0.7,-0.51,i,59,·,·,0.1,1502,1.0,0.9,5.8,0.4%,-9%,i,-11

# Another view of some results above.
# Sequence of screens: Hep lipid drop | Hep lipid drop cells 6.5 µM | Dynein transport | Dynein transport cytoplasmic EGFP | Dynein transport nuclear GR-EGFP | Dynein transport cell count | T cell modulator | T cell modulator vesicle-bound % | Ins promoter up | Ins promoter up cell count | b-catenin transl | b-catenin transl cell count 5 µM | MT stabilizer | MT stabilizer Hoechst-high % | MT stabilizer cytotoxicity % | CSM14.1 death rescue | PhoP inhibition | Autophagy mod | Autophagy mod cell loss 18 h
- O=C(c1n[nH]c(=O)c2ccccc12)N1CCN(c2ccccc2)CC1
  · | · | 0.5 | -0.29 | 0.64 | -1.3 | i | 29 | -0.15 | 1486 | 0.7 | 1364 | 5.5 | 0.7 | 2.3 | -1.4% | 1% | i | 5
- Cc1ccccc1Nc1nc2ccccc2s1
  1 | 590 | -0.4 | -0.31 | -0.46 | 0.38 | i | 24 | 0.13 | 1528 | 0.0 | 1183 | 8.1 | 2.4 | 2.2 | -0.6% | 8% | i | 8
- Nc1[nH]c(N=NC(=O)c2ccccc2O)c2ccccc12
  -12 | 589 | 0.22 | -0.29 | -0.29 | 0.072 | i | 58 | 2 | 1329 | -1.0 | 1017 | 1.5 | 3.3 | 9.9 | -5.8% | -19% | i | -1

# The results go on:
SMILES,Hep lipid drop,Hep lipid drop cells 6.5 µM,Dynein transport,Dynein transport cytoplasmic EGFP,Dynein transport nuclear GR-EGFP,Dynein transport cell count,T cell modulator,T cell modulator vesicle-bound %,Ins promoter up,Ins promoter up cell count,b-catenin transl,b-catenin transl cell count 5 µM,MT stabilizer,MT stabilizer Hoechst-high %,MT stabilizer cytotoxicity %,CSM14.1 death rescue,PhoP inhibition,Autophagy mod,Autophagy mod cell loss 18 h
CC(C)NCCCOc1ccc(C(C)(C)c2ccccc2)cc1,10,814,0.02,-0.22,0.22,0.24,i,24,·,·,·,·,1.8,1.8,11,-2.4%,0%,i,-2
CCOc1ccc(NC(=O)c2cn(CC(C)C)c(=O)c3c2c2ccccc2n3C)cc1,-12,435,0.49,-0.21,0.095,-0.32,i,51,0.39,1330,2.6,1004,1.2,3.9,9.1,-0.1%,22%,+,0.8*
COc1ccccc1NC(=O)CN1CCN(CC(=O)Nc2ccc3c(c2)OCO3)CC1,-1,790,-0.055,-0.24,0.37,0.74,i,48,0.83,1048,0.2,950,2.3,1.5,4.8,-0.9%,-1%,i,9
CCC(=O)Nc1ccccc1C(=O)N1CCN(Cc2ccccc2)CC1,·,·,-0.41,-0.23,-0.14,0.86,i,44,0.35,1268,-3.6,1000,1.2,1.4,8.1,-2.5%,-3%,i,-12
CCOC(=O)N1CCN(C(=O)CCNS(=O)(=O)c2cc(Br)cnc2N)CC1,·,·,-0.55,-0.1,-0.11,0.38,i,37,-0.41,1602,-0.1,1345,4.3,1.3,2.9,-1.3%,-1%,i,-4
COc1ccc(CCNC(=S)Nc2cc(C)ccc2C)cc1,-6,769,1.8,1.1,0.68,-0.68,i,50,1.3,774,·,·,1.9,1.6,10,-1.1%,-1%,i,-2
CN(C)c1cc(-c2ccc(Cl)cc2Cl)oc(=O)c1Cl,4,819,0.25,-0.27,0.014,0.12,i,28,1.6,1094,-1.0,1495,·,·,·,·,-13%,·,·
CCCC(=O)Nc1ccc2nc(SCC(=O)N3CCCC3)sc2c1,-8,661,-0.048,-0.13,-0.063,-0.67,i,·,0.92,1458,-2.0,998,0.9,0.7,4.6,2.5%,4%,i,5
CC(/C=C1\SC(=S)N(NC(=O)c2ccncc2)C1=O)=C\c1ccccc1,10,754,-0.91,-0.25,-0.44,1.2,i,41,0.01,974,-0.4,1282,·,·,·,·,-3%,·,·
CCOC(=O)C1(Cc2cccc(OC)c2)CCCN(Cc2cc(C(C)C)n[nH]2)C1 (stereo unspecified),-8,728,-0.26,-0.3,-0.078,0.51,i,54,-0.44,1422,-1.5,1144,2.3,2.2,3.8,-1.6%,-5%,i,4
O=C(Cc1ncc(C(F)(F)F)cc1Cl)N1CCN(c2ccc(F)cc2)CC1,15,657,-1.7,-0.15,-0.37,0.19,i,58,0.03,1710,-1.2,1055,2.2,2.8,12,-2.6%,-4%,i,1
Nc1cc(-c2ccccc2)nn1Cc1ccccc1,0,714,-0.035,-0.24,0.12,0.17,i,57,-0.41,1287,-0.5,1099,4.5,1.9,0.1,0.7%,1%,i,-16
CC(C)(C)NS(=O)(=O)c1cccc(S(=O)(=O)c2cccc(S(=O)(=O)NC(C)(C)C)c2)c1,-29,693,-0.34,-0.4,-0.041,-0.51,i,54,·,·,-4.5,1298,2.2,1.6,11,-0.1%,1%,i,-9
CCC(C)N(NC(C)=O)c1nc(Cl)nc(NC(C)(C)C)n1 (stereo unspecified),6,819,-0.59,-0.35,-0.22,1.2,i,22,0.99,862,·,·,1.4,0.9,6.7,-0.2%,12%,i,-2
COc1ccc(C(=O)NNC(=O)C2CCCO2)cc1 (stereo unspecified),9,645,0.049,-0.026,0.86,-1.1,i,21,-0.14,1033,0.3,1290,·,·,·,·,3%,·,·
CCOC(=O)N1CCN(C(=S)Nc2cccc(C)c2)CC1,·,·,4.9,-0.082,2.9,-2.6,i,22,-0.4,1533,-0.2,1300,2.5,1.1,7.0,-3.3%,8%,i,2
COC(=O)c1nnn(CC(=O)Nc2ccc(C)c(F)c2)c1C(=O)OC,-7,538,1,-0.22,1.3,-0.97,i,53,0.46,1097,·,·,2.9,2.5,10,·,-2%,i,-5
Cc1nc2ccccc2c(C)c1C(=O)c1ccc(F)cc1,-3,659,-0.17,-0.21,0.15,0.22,i,39,0.07,1619,-0.1,951,3.0,2.1,5.4,-0.5%,-5%,i,4
CCOC(=O)C1CCCN(CCC(=O)Nc2ccc(C)cc2)C1 (stereo unspecified),1,732,-0.33,-0.25,-0.3,1,i,24,·,·,0.4,550,3.4,1.9,3.6,0.4%,-4%,i,0
CCOc1ccc(N(C(=O)C2CCCO2)C2C=CS(=O)(=O)C2)cc1 (stereo unspecified),-1,700,-0.27,-0.24,-0.29,0.28,i,11,0.12,1646,6.3,868,2.5,2.0,9.9,0.0%,0%,i,-10
CCO[C@H]1OC(C(=O)NC2CC2)=C[C@@H](C2CCCCC2)[C@@H]1CCCO,3,712,-0.1,-0.8,0.1,-0.17,i,46,-0.1,1007,-0.5,1331,·,·,·,·,-1%,·,·
CCNC(=O)c1ccc(OCC(=O)Nc2ccc(F)cc2)c(OC)c1,-6,710,-0.72,-0.29,-0.24,0.68,i,25,-0.78,1199,-1.0,1084,1.2,1.3,1.4,-6.9%,-6%,i,4

# Screens (PubChem BioAssay)
